HSP90 inh = HSP90 inhibitors, primary screen, cell lysate, luminescence. Heat shock protein HSP 90 (rabbit reticulocyte lysate; luciferase refolding). inhibition, % at 5.6 µM. 0.91% of 290,000 active. Rabbit reticulocyte lysate, luciferase refolding luminescence, 3 h. AID 1789, 2009;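 active means inhibition above the screen-wide mean plus 3 SD, computed separately per campaign, cut at about 16% in these data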;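 further: 0% = DMSO wells and 100% = 60 µM geldanamycin wells; inhibitors lower the luminescence because luciferase stays unfolded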
PolyA inh = polyadenylation inhibitors in yeast reporter cells, primary screen, luminescence, S. cerevisiae; S. cerevisiae SKY197-pL101 polyadenylation reporter, beta-gal luminescence; efflux-impaired pdr1/pdr3 knockout yeast; score 100 = 6 SD above DMSO; calls only at 12 µM; 0.02% of 300,000 active;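 active means lowest replicate activity score at least 50, where 100 means six control SD above control mean; inconclusive means lowest score under 50 but half or more replicates reach 50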;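 further: yeast exposed to compound for 9 h at 30 °C; higher score means more reporter readthrough which indicates perturbed polyadenylation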
GSK3 alpha inh = blockers of GSK3A enzyme activity – biochemical, luminescence, cell-free homogeneous, HTS, primary screen; GSK-3 alpha kinase, ADP-Glo luminescence, 60 min; inhibition, % at 10 µM; Glycogen synthase kinase-3 alpha (Homo sapiens), P49840; 0.1% of 320,000 active;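 in the data active means inhibition above about 50%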;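 further: GST-tagged GSK-3 alpha with peptide substrate and 25 µM ATP; 0% = DMSO neutral wells and 100% = GW8510 positive control wells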
AI-2 QS mod = Vibrio harveyi AI-2 quorum sensing modulators, primary screen, JMH597 strain, luminescence/OD600 ratio. Vibrio harveyi JMH597 AI-2 luminescence/OD600 ratio, 9 h; active compounds read low; strain lacks LuxN and CqsS sensors; 0 = neutral-control median. activity change, % at 7.5 µM. 0.4% of 300,000 active. AID 2094, 2009; in the data active means activity change below about -75%, passing the limit was not always enough; inconclusive means no clear call, values can overlap the other calls;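 further: luminescence divided by OD600 gain over 9 h not by final OD600 alone; inactives centre near 13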
Dyrk1A ADPGlo = rat Dyrk1A kinase inhibitors, primary screen, biochemical, single point, plate reader; ADP-Glo luminescence, NFATc1 peptide; 0.43% of 310,000 active; Dual specificity tyrosine-phosphorylation-regulated kinase 1A (Rattus norvegicus), Q63470; inhibition, % at 12.5 µM; in the data active means inhibition above about 50%;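 further: plate controls were vehicle with enzyme for no effect and no enzyme for full effect; many of its hits are not listed in these tables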
HSF1 inhib = HSF1 inhibitors in luciferase reporter cells, primary screen, cell-based, NIH3T3, luminescence | activity change, negative = inhibition, % at 7.5 µM (by protocol) | AID 2098, 2009 | NIH3T3-HGL HSE-luciferase, MG132-induced, luminescence 8 h; active compounds read low | 0.77% of 300,000 active;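 active means more than half of replicate wells show activity change below -50%, luminescence cut by over half; inconclusive means some wells, but at most half, below -50%; inactive means no replicate well below -50%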;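 further: luciferase reports HSF-1 transcriptional activity via heat shock element; 0% = median of DMSO wells and -100% = zero luminescence signal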
HDAC3 inh = HDAC3 deacetylase inhibitors, primary screen, biochemical, fluorescence, cell-free homogeneous; Histone deacetylase 3 (Homo sapiens), O15379; recombinant HDAC3, fluorogenic peptide/trypsin coupled; inhibition, % at 8.3 µM; 0.15% of 320,000 active; AID 2718, 2010; in the data active means inhibition above about 26%, passing the limit was not always enough; inconclusive means no clear call, values can overlap the other calls
Target sequence (O15379 whole entry, looked up): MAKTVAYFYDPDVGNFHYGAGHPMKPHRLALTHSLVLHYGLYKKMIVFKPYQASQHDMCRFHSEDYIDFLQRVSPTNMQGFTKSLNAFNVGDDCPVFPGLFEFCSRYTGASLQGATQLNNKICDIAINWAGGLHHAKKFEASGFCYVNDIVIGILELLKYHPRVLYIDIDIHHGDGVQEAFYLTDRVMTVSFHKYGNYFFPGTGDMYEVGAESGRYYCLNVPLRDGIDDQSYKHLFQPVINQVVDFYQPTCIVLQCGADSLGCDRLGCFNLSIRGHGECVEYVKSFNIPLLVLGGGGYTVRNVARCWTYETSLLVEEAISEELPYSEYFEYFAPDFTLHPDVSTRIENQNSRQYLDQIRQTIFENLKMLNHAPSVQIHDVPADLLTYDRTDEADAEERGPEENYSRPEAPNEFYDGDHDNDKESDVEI
GSK3beta inhib = human GSK3beta kinase inhibitors, primary screen, biochemical, cell-free homogeneous, HTS | 0.038% of 300,000 active | GST-GSK3beta kinase, ADP-Glo luminescence, 60 min; active compounds read low | activity score (negative = inhibition), % at 10 µM | Glycogen synthase kinase-3 beta (Homo sapiens), P49841;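 active means more than half of replicate wells score below -50%, meaning over 50% inhibition versus plate controls; inconclusive means some replicates but at most half score below -50%; inactive means no replicate scores below -50%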;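 further: 0% = median DMSO wells and -100% = median GW8510 positive control wells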
Target sequence (P49841 whole entry, looked up): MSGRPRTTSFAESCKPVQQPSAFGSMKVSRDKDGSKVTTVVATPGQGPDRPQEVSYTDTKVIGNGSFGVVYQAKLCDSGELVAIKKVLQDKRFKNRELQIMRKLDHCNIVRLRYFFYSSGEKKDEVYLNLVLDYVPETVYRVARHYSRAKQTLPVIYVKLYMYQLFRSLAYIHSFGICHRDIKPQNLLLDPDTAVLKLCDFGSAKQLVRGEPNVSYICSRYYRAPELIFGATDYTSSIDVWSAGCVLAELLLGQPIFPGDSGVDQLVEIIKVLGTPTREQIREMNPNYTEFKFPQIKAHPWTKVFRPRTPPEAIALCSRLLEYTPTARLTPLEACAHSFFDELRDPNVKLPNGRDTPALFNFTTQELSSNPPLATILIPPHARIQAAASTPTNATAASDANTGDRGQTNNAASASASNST
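Test system – GST-tagged human GSK3beta kinase, cell-free · Incubation – 60 min enzyme reaction, room temperature · Signal – ADP-Glo luminescence · Also added – peptide substrate and ATP at 25 µM · Controls – DMSO neutral wells and GW8510 at 20 µM as positive · Buffer or medium – Tris/MgCl2 kinase buffer · Measure – Luminescence-derived activity versus plate DMSO and GW8510 wells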
Platelet DG rel = inhibitors of platelet dense granule secretion, primary screen, cell-based, MLPCN, human platelets | human platelet-rich plasma, SFLLRN dense granule ATP release, luminescence | inhibition, %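 (compounds screened at 7.5 µM in platelet-rich plasma)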 | 0.22% of 300,000 active | AID 1663, 2009;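 active means mean replicate score, as percent of positive control, at or above 50; inconclusive means mean below 50 but at least one replicate at or above 50; inactive means mean and every replicate below 50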
HSF-1 act = HSF-1 activators, primary screen, NIH3T3-HGL cells, MG132 stress, luminescence, single point. activation, % at 9 µM. 1.7% of 300,000 active. NIH3T3-HGL HSF-1 luciferase reporter, 8 h; 100% = twice DMSO control signal;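 active means mean replicate activation of at least 50% with a set share of replicates each reaching 50%; inconclusive means only one of those two conditions met; inactive means mean below 50% and too few replicates reaching it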;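 further: 0% = median of the neutral control wells and 100% = twice that signal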
Starred values were filed as active, the others as inactive; i = inactive; ? = inconclusive; . = not tested or not shown. Not all compounds are listed; the hit share may differ from the screen's.

no. | smiles | HSP90 inh | PolyA inh | GSK3 alpha inh | AI-2 QS mod | Dyrk1A ADPGlo | HSF1 inhib | HDAC3 inh | GSK3beta inhib | Platelet DG rel | HSF-1 act
1 | Cc1nc2cc(CO)ccc2s1 | -4 | i | 1 | 10 | 4 | -1 | 0 | 3 | 0 | -14
2 | CC1CCN(c2ccc([N+](=O)[O-])cc2C(=O)O)CC1 | -3 | i | -3 | 18 | -3 | -6 | 3 | 1 | -2 | -9
3 | CCN1CCCc2cc(CN(CCN3CCOCC3)C(=S)Nc3cccc(Cl)c3)ccc21 | 4 | i | -2 | 19 | -1 | -5 | 1 | 1 | -5 | -3
4 | CCOC(=O)c1sc(NC(=O)COc2ncnc3ccccc23)c(C(=O)OCC)c1C | 2 | i | . | -9 | 2 | 4 | -6 | 0 | 16 | 14
5 | Cc1ccc(NC(=O)CCCc2ccccc2)c([N+](=O)[O-])c1 | 2 | i | -2 | 16 | -7 | 4 | 2 | 4 | 3 | 31
6 | COc1cc(NC(=O)COC(=O)CSc2ccc3ccccc3c2)c(C)cc1[N+](=O)[O-] | 0 | i | 5 | 1 | 1 | -7 | 3 | -1 | 5 | 6
7 | Cc1ccc(C(=O)OCC(=O)N(CC(C)C)c2c(N)n(Cc3ccccc3)c(=O)[nH]c2=O)s1 | 2 | i | 2 | 15 | -8 | 0 | 2 | -1 | 4 | 8
8 | CC(C)CCCN1C(Nc2ccccc2)=NC[C@@H]1CC(C)C | -7 | i | -1 | 13 | 2 | -3 | 2 | 2 | -2 | 3
9 | CCCC(=O)NCc1cc(-c2nn(C)c(=O)c3ccccc23)ccc1C | -2 | i | . | 4 | -6 | 4 | 5 | -3 | 2 | 11
10 | COc1ccc(CC(NC(C)=O)C(=O)NC2CCN(c3c(Cc4ccccc4)c(C)nc4ncnn34)CC2)c(OC)c1 (centres undefined) | 0 | i | -7 | 3 | -5 | 4 | -2 | 0 | 4 | 1
11 | Cc1ccc(C23OC(=O)C(C)(C)C2OC(=O)C3(C)C)cc1 (centres undefined) | -3 | i | 0 | -8 | -6 | -4 | -2 | 2 | 3 | 10
12 | CCCC1=[N+](CC(=O)c2ccccc2)CCn2c(C)ccc21 | -2 | i | -1 | 12 | -1 | -4 | 3 | 2 | -2 | -2
13 | Cc1cc(C)c2[nH]c(O)c(N=NC(=S)NCC3CCCO3)c2c1 (centres undefined) | -7 | i | . | 17 | -2 | 2 | . | 0 | -2 | 1
14 | O=C(CCc1ccccc1)N1CCCC(Nc2ccc(F)cc2)C1 (centres undefined) | -3 | i | 1 | 4 | 2 | 4 | 0 | 1 | 1 | 8
15 | COc1cc(S(=O)(=O)NCc2ccccc2)ccc1Br | 0 | i | -1 | 11 | 3 | -12 | -5 | -3 | 2 | -4
16 | CN1CCN(c2ccccc2NC(=O)c2ccccc2F)CC1 | 7 | i | 0 | -3 | -9 | -6 | -2 | 0 | -1 | 6
17 | CC(C)(C)c1cc(C(=O)N2CCc3ccccc3C2)ccn1 | -1 | i | 1 | 16 | 3 | -5 | -2 | 1 | . | 3
18 | COc1ccc(Cl)cc1S(=O)(=O)N1CCC(C(=O)NC2CC2)CC1 | -6 | i | -1 | 53 | 3 | 7 | 0 | 0 | 14 | 4
19 | CC1=Nn2c(nnc2-c2ccccc2Cl)SC1 | 2 | i | -1 | -3 | 1 | -4 | 0 | 2 | 12 | -6
20 | CCCCn1c(N)c(N(CCOC)C(=O)CSCc2ccccc2C)c(=O)[nH]c1=O | . | i | . | 14 | 3 | -3 | . | -2 | 7 | -7
21 | CCC(C)(C)NC(=O)C(c1ccc(F)cc1)N(CCOC)C(=O)CCC(=O)Nc1nccs1 (centres undefined) | -1 | i | 2 | 13 | -1 | -1 | -10 | 0 | -8 | 6
22 | Cc1nn(Cc2ccc(C(=O)N3c4ccc(F)cc4CCC3C)o2)c(C)c1Br (centres undefined) | 3 | i | 3 | 17 | 7 | 3 | 13 | -6 | 8 | -9
23 | COc1ccc(CCNC(=O)CN2C(=O)COc3ccc(S(=O)(=O)N4CCCC4)cc32)cc1OC | -5 | i | 0 | . | -1 | 8 | -4 | -3 | 2 | 30
24 | Cc1ccc(-n2ncc(C(=O)NC3CC3)c2C2CCN(C(=O)OC(C)(C)C)CC2)c(C)c1 | 4 | i | 0 | -6 | -1 | 0 | 3 | 0 | -2 | 5
25 | CC1(C)Cc2ccccc2C(C(Cc2ccccc2)C(N)=O)=N1 (centres undefined) | 0 | i | -3 | 8 | -2 | 17 | -8 | 0 | -1 | 36
26 | CC(C)C(OC(=O)CCCC(=O)Nc1nccs1)C(=O)NC1CCCCC1 (centres undefined) | -1 | i | -3 | -2 | 2 | -8 | ? | 2 | 1 | 26
27 | CCOC(=O)N1CCN(S(=O)(=O)c2ccc(Br)s2)CC1 | 1 | i | 3 | 29 | -4 | 7 | 2 | -4 | 3 | 38
28 | Cc1ccc(NC(=O)COC(=O)C(NS(=O)(=O)c2ccc(Cl)cc2)C(C)O)cc1 (centres undefined) | 4 | i | 0 | 14 | 4 | -2 | -1 | -3 | -9 | 7
29 | O=[N+]([O-])c1cc(S(=O)(=O)NCCCN2CCOCC2)ccc1Cl | -4 | i | -1 | 6 | 7 | -2 | 2 | 1 | 1 | -5
30 | O=C(Cc1n[nH]c(=O)c2ccccc12)Nc1cccc(S(=O)(=O)N2CCCC2)c1 | 5 | i | 1 | 13 | -3 | -7 | -1 | 3 | 4 | -5
31 | O=C1NC(=O)/C(=C\c2ccc(OCc3cnc(Cl)s3)cc2)S1 | -2 | i | -1 | 21 | 2 | 0 | 7 | 1 | 1 | -18
32 | COC(=O)CSc1nnc(CNC(=O)Cc2ccccc2)n1C | 1 | i | -3 | 15 | 1 | 5 | -8 | -5 | 0 | -2
33 | COC(=O)c1cc(OC)c(OC)cc1N1C(=O)CCCC1=O | -3 | i | -1 | -2 | 0 | -4 | 0 | -2 | . | 8
34 | Cc1cc(C)nc(SCc2cc(=O)c(OC(=O)c3ccco3)co2)n1 | -1 | i | 0 | 9 | . | -3 | 5 | -1 | -13 | -12
35 | COc1ccc(/C=C/C(=O)Nc2cc(S(=O)(=O)N3CCCCC3)ccc2N2CCCCC2)cc1OC | 10 | i | 0 | -19 | . | -1 | -9 | -4 | -5 | -5
36 | Cc1nn(Cc2cccc(C(=O)NC(C)c3ccc(C(C)(C)C)cc3)c2)c(C)c1[N+](=O)[O-] (centres undefined) | 0 | i | -1 | -2 | 2 | 12 | 18 | 1 | 0 | 21
37 | CCO/C=C1\N=C(c2ccc(F)cc2)OC1=O | -2 | i | . | 19 | 4 | -9 | . | -2 | 2 | 1
38 | CCOC(=O)C(=CNc1ccccc1C)C(=O)OCC | 1 | i | -2 | 17 | 1 | -22 | 12 | 0 | -1 | -30
39 | CC(Sc1nc(-c2ccco2)nc2c1c(=O)n(C)c(=O)n2C)C(=O)O (centres undefined) | 2 | i | -3 | 18 | -5 | -12 | 2 | 3 | -2 | -14
40 | O=C(NC1=NCCS1)C1COc2ccccc2O1 (centres undefined) | 79* | i | 0 | -11 | -1 | -51* | 3 | -5 | 19 | -59
41 | CC(=O)Nc1ccc(NC(=O)C(C)OC(=O)CCCc2c[nH]c3ccccc23)cc1 (centres undefined) | . | i | 0 | 22 | 2 | -2 | 1 | 1 | 27 | -10
42 | CN(c1ccc(F)cc1)S(=O)(=O)c1ccc(Cl)c(C(=O)OCC(=O)NCc2ccco2)c1 | 5 | i | 2 | 19 | -1 | 1 | 3 | 0 | 0 | 5
43 | CCC(=O)Nc1ccc(C(=O)NNC(=O)c2cccs2)cc1 | -9 | i | 0 | 17 | 5 | -1 | 1 | -4 | 8 | -1
44 | COc1cccc(-c2cc(C(=O)Nc3cccnc3)c3ccccc3n2)c1 | 2 | i | 0 | -8 | 3 | -7 | 4 | 1 | -9 | -7
45 | CCOC(CNC(=O)CN1C(=O)COc2ccc(S(=O)(=O)N3CCCC3)cc21)OCC | 5 | i | . | 19 | 0 | -7 | . | 0 | 2 | -12
46 | CC(=O)NC(=S)NNC(=O)c1ccc(Br)cc1 | 0 | i | -2 | ? | 0 | -6 | 0 | 4 | -7 | -2
47 | O=C(O)c1cccc(Nc2nc(C(F)(F)F)nc3ccccc23)c1 | 0 | i | 6 | 6 | 2 | 1 | 3 | -1 | 0 | -1
48 | CN(C)S(=O)(=O)c1ccc(NC(=O)CN2CCCCCC2)cc1 | -6 | i | 1 | -67 | 3 | -1 | -7 | -3 | 11 | -8
49 | CC1CCCN(CC(=O)Nc2cc(Cl)ccc2Oc2ccccc2)C1 (centres undefined) | 6 | i | -1 | 6 | 8 | 13 | 4 | -1 | 1 | 29
50 | Cc1ccsc1-c1nc(CN2CCCC2c2ccc(F)cc2)c(C)o1 (centres undefined) | -5 | i | 0 | 23 | -2 | 0 | 2 | 0 | 11 | -8

Going on with the list.
no. | smiles | HSP90 inh | PolyA inh | GSK3 alpha inh | AI-2 QS mod | Dyrk1A ADPGlo | HSF1 inhib | HDAC3 inh | GSK3beta inhib | Platelet DG rel | HSF-1 act
51 | CCn1nc(NC(=O)Cc2ccc(OC)cc2)c2cc3cc(C)ccc3nc21 | 1 | i | 3 | 38 | 7 | -19 | -3 | -5 | 0 | -8
52 | COCc1ccc(CN2CCC(n3nccc3NC(=O)C(OC)c3ccccc3)CC2)o1 (centres undefined) | 4 | i | 1 | 18 | 0 | -1 | -6 | 0 | -3 | 11
53 | Cc1ccc(C2=NN(C(=O)CSc3nc4ncc(Cl)cc4[nH]3)C(c3ccco3)C2)cc1 (centres undefined) | 1 | i | -7 | 37 | -3 | -2 | 0 | -1 | -4 | -5
54 | CC(C)OC(=O)/C(=C/c1ccc2c(c1)c1ccccc1n2C)NC(=O)c1ccccc1 | 2 | i | -2 | 51 | -2 | 20 | -5 | -1 | -7 | 27
55 | COCCNC(=O)CSc1nc2ccc(N3CCOCC3)cc2c(=O)n1Cc1ccc(OC)cc1 | 2 | i | 0 | 7 | -5 | 15 | 4 | 1 | 2 | 26
56 | N=c1n(CCO)c2ccccc2n1CCOc1ccccc1 | 2 | i | 0 | 21 | 7 | -37 | -2 | 4 | 0 | -45

Assay outcomes (PubChem BioAssay)
